Source: PubChem
LDHA inh = blocks human lactate dehydrogenase A | AID 1347041 | activity change, % (values are at about 110 or 230 µM) | P00338 | purified LDHA, NADH/diaphorase-resazurin fluorescence; active compounds read low | actives 0.15% (n = 480,000); in the data active means activity change below about -30%; inconclusive means mostly about -25% to -30%;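 further: plate controls were DMSO wells for no effect and wells without enzyme for full effect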
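Human LDH5 (2 nM) was incubated with 0.06 mM NADH and 0.2 mM pyruvate for 5 min at room temperature in Tris pH 7.4. Remaining NADH was coupled through diaphorase/resazurin, and resorufin fluorescence was read at 0 and 20 min.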
D1 antagonist = antagonists of human D1 dopamine receptor. P21728. HEK293 TREx D1 cells, calcium flux, dopamine EC80; active compounds read low. activity change, negative = inhibition, % at 10 µM. actives 3.2% (n = 360,000). AID 504652; in the data active means activity change below about -30%; further: on the % scale 0 is the no-effect control and ±100 the full control effect
Target sequence (P21728 whole entry, looked up): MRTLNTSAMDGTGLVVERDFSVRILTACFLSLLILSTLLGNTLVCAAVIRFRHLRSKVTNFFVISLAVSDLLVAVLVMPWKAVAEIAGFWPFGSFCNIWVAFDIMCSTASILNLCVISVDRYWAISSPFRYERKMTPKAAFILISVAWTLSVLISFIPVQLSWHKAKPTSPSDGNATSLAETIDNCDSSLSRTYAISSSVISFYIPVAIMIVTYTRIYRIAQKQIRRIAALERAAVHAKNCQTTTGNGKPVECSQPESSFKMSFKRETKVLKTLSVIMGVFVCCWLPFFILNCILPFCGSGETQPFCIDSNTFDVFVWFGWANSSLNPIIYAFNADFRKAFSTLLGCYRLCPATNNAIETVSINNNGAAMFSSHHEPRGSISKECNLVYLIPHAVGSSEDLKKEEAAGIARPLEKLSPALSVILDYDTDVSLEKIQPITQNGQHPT
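HEK293 T-REx cells expressing inducible, force-coupled D1 receptor; no-wash Ca dye, 30–90 min RT. Cmpd → 180 s read at 1 Hz → EC80 DA → 180 s read.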
Vif-A3F inh = Vif-A3F binding inhibition | HeLa A3F-eYFP + Vif (tagged APOBEC3F with the HIV-1 protein that degrades it), YFP fluorescence increase | Potency, µM (doses to about 46.1 µM), without a hit: at the top dose activity, negative = active | actives 0.2% (n = 390,000); further: potency means the concentration at half of the fitted maximal effect; % of control where 0% means no effect; nearly all actives have a fitted effect of over 65% in size
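HeLa cells stably expressing Vif plus C-terminally eYFP-tagged A3F were seeded, incubated overnight at 37 deg C, dosed with compound, incubated overnight again at 37 deg C. Yellow fluorescence (Ex 488/Em 500-530) reported blocked Vif-mediated A3F-eYFP degradation.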
D1 potentiator = enhances dopamine response at the human D1 receptor. HEK293 TREx D1 cells, calcium flux, dopamine EC20 potentiation. potentiation, % at 10 µM. AID 504651. P21728. actives 0.036% (n = 360,000); in the data active means potentiation above about 30%; further: 0% is about no effect
Vif-APOBEC3G blk = blocks the Vif interaction with human APOBEC3G; Q9HC16; Potency, µM (series often up to 46.1 µM), for inactives: top-dose activity, negative = active, actives largely listed as inhibitors; AID 602310; actives 0.076% (n = 410,000); HeLa A3G-eYFP + Vif (tagged APOBEC3G with the HIV-1 protein that degrades it), YFP fluorescence, overnight;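 further: potency means the concentration at half of the fitted maximal effect; on the % scale 0 is the no-effect control and ±100 the full control effect; nearly all actives have a fitted effect of over 60% in size; hits raise eYFP signal because A3G escapes Vif-driven loss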
Target sequence (Q9HC16 whole entry, looked up): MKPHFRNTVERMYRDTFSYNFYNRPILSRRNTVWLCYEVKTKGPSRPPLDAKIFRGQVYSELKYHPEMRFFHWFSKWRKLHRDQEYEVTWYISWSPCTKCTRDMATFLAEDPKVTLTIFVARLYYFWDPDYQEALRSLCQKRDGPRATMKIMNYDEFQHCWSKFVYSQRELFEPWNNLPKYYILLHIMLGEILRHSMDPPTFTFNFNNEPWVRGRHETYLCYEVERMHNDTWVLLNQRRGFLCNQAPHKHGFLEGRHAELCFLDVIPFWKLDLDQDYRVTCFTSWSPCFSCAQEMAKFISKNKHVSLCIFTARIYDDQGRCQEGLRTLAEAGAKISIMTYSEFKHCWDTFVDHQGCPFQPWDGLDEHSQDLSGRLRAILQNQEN
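Read-out is eYFP fluorescence (Ex 488/Em 500-530) from Vif-expressing HeLa A3G-eYFP cells; more signal means A3G escaped Vif-mediated degradation. Cells plated overnight, compound pinned in, incubated overnight at 37 deg C.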
Glioma ERSR ind = ER stress response induction in glioma | U87-MG GRP78 promoter luciferase reporter, 16 h | actives 0.02% (n = 420,000) | Potency, µM, for inactives: at the highest dose activation, hits mostly activators; further: potency means the concentration at half of the fitted maximal effect; series mostly up to about 76 µM; % of control where 0% means no effect; nearly all actives have a fitted effect of over 35% in size
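Stably transfected U87-MG human glioma cells carrying a GRP78-based luminescent sensor were seeded at 1000 cells/well, pin-dosed with compounds and incubated 16 h. Luciferase reagent was then added, and end-point luminescence was read after 10 min at room temperature.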
D1 ag = activates the human D1 dopamine receptor; P21728; HEK293 T-REx D1 cells, calcium flux, agonist mode; activation, % at 2 µM; actives 1% (n = 360,000); AID 504660; in the data active means activation above about 30%; further: 0% is about no effect
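Tetracycline-induced HEK293 TREx D1 cells, force-coupled to calcium signalling, were dye-loaded with a no-wash calcium kit. Compound was pin-added after a 10 s baseline. Fluorescence was read kinetically at 1 cycle/s for 180 s, with calcium rises flagged as agonism.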
RXFP1 agonist = RXFP1 (human) receptor agonism. actives 0.3% (n = 370,000). HEK293T-RXFP1 cAMP TR-FRET, 30 min; response scale: percent of porcine relaxin response, buffer zero. Potency, µM (doses to about 57.5 µM), inactives show top-dose activation, most hits filed as activators. AID 2676. Q9HBX9; further: potency means the concentration at half of the fitted maximal effect; on the % scale 0 is the no-effect control and ±100 the full control effect; nearly all actives have a fitted effect of over 60% in size; many of its hits are not listed in these tables
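HEK293 cells stably expressing RXFP1, treated 30 min at 37C with compounds plus PDE4 inhibitor Ro 20174; cAMP measured by HTRF TR-FRET. Normalized to buffer and 29 nM porcine relaxin; EC50 by Hill fit.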
D2 potentiator = positive allosteric modulators of human D2 dopamine receptor. P14416. HEK293 T-REx D2, calcium flux, EC20 dopamine potentiation. potentiation, % at 10 µM. actives 0.34% (n = 340,000). AID 485347;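 active means potentiation over 3 SD above the plate norm, cut at about 30% in these data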; further: 0% is about no effect
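Cells plated with tetracycline inducer and held overnight at 30 C; calcium dye loaded 30–90 min at room temperature; baseline taken, compound added and read 180 s; EC20 dopamine then added and read 180 s.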
* = called active by the depositor; ? = inconclusive; / = not tested or not shown; & = joins results of further samples. Unless noted, the call rests on the fitted dose curve; in most records, active means well fitted curve in the direction sought with a large enough effect; inconclusive means small, poorly fitted or top-dose-only effect, or another doubt; inactive means no such curve, though single readings can be large; an effect the other way counts as inactive or inconclusive. This is a subset, so the mix of outcomes need not match the whole.

Start of the data: the first 2 records, ahead of the listing:
entry	Compound	LDHA inh	D1 antagonist	Vif-A3F inh	D1 potentiator	Vif-APOBEC3G blk	Glioma ERSR ind	D1 ag	RXFP1 agonist	D2 potentiator
1	COc1ccc(CNC(=O)CN(C(=O)CCC(=O)Nc2nccs2)c2cccc(C)c2)cc1	-6	15	-10%	-7	-13%	-7%	-1	0.2%	/
2	C/C(=N\NC(=O)c1nnn(-c2nonc2N)c1-c1cccs1)c1ccncc1	-12	12	6%	-1	1%	-3%	5	-2.1%	-2

The list itself, previewed entries included:
entry	Compound	LDHA inh	D1 antagonist	Vif-A3F inh	D1 potentiator	Vif-APOBEC3G blk	Glioma ERSR ind	D1 ag	RXFP1 agonist	D2 potentiator
1	COc1ccc(CNC(=O)CN(C(=O)CCC(=O)Nc2nccs2)c2cccc(C)c2)cc1	-6	15	-10%	-7	-13%	-7%	-1	0.2%	/
2	C/C(=N\NC(=O)c1nnn(-c2nonc2N)c1-c1cccs1)c1ccncc1	-12	12	6%	-1	1%	-3%	5	-2.1%	-2
3	CC(C)c1ccc(NC(=O)NC2CCN(CC(=O)Nc3cccc4ccccc34)CC2)cc1	-2	-23	-1%	-2	-2%	-4%	0	-1.2%	12
4	O=C(O)Cc1ccc(O)c(O)c1	11	-4	-5%	-7	2%	-4%&-2%&-4%	1	-1.5%	-3
5	CCOC(=O)c1c(-c2ccc(OC)cc2)csc1NC(=O)CCN1CCOCC1	-14	/	-4%	-7	4%	-1%	1	0.3%	-5
6	COc1ccc(S(=O)(=O)N2CCn3c2nc2ccccc23)cc1	-2	-16	0%	-1	-3%	0%	5	-1.3%	-7
7	Cc1ccc(-n2nc(C)c3c(C)c(CCC(=O)NCc4ccco4)c(C)nc32)cc1	-6	-7	-20%	/	-4%	-4%	1	-1.0%	3
8	CC(NC(=O)c1ccccc1Cl)C(=O)OCc1cn2cc(Cl)ccc2n1 (stereo not drawn)	-5	/	-6%	/	4%	2%	/	/	/
9	Cn1cc([C@@H]2C[C@H]3CN(C4CCCC4)C(=O)[C@]34CCCN24)c(-c2ccccc2)n1	-6	9	9%	-3	3%	-4%	5	0.3%	8
10	CC1=C(C(=O)OCc2ccc(C)cc2)C(c2ccccc2F)CC(=O)N1 (stereo not drawn)	7	-6	-22%	-4	-3%	2%	23	-0.4%	5
11	CCOc1ccc(OCC(=O)Nc2ccc(OC)cc2)cc1	1	-10	9%	-5	1%	-1%	3	0.4%	-8
12	CCN(CC)C(=O)CSc1nnc(COc2cccc(C)c2)n1C	/	-1	/	0	/	/	-1	0.5%	0
13	CC(=O)C1C(c2ccc([N+](=O)[O-])cc2)C2C(C)=NN=C2CC1(C)O (stereo not drawn)	-10	6	14%	-15	1%	-4%	5	2.3%	-5
14	CCc1nnc(NC(=O)CSc2nnc(COc3ccc(C#N)cc3)n2-c2ccccc2)s1	-3	8	-10%	-1	-14%	-4%	3	1.5%	-3
15	CCC(CC)C(=O)Nc1cc(C)cc(C)c1	-6	4	3%	-2	-4%	-1%	2	-0.8%	-10
16	CCOc1ccc2nc(N3CCN(C(=O)c4ccc5c(c4)CCCC5)CC3)sc2c1	-5	/	-7%	-1	8%	-1%	0	1.5%	1
17	CC1Cc2ccccc2N1C(=O)CN1CCN(S(=O)(=O)c2cccs2)CC1 (stereo not drawn)	2	-4	2%	-7	1%	-4%	4	-1.4%	16
18	COc1ccc(CCNC(=O)c2nn(C)cc2Cl)cc1	3	2	-7%	-8	-1%	-1%	1	-0.2%	-3
19	COC(=O)N1C(=O)[C@](c2ccc(Cl)cc2)(C(C)C)N1C(=O)OC	4	-28	5%	0	?	-13%	0	-2.5%	0
20	NC(=O)C1=C[C@H](C2CCCCC2)C[C@H](OCc2ccc(CO)cc2)O1	1	0	-1%	-1	-13%	0%	4	0.4%	-2
21	CCOc1ccccc1C(=O)N(Cc1ccccc1)Cc1cc2cc3c(cc2[nH]c1=O)OCCO3	-3	/	-1%	/	2%	-3%	/	/	/
22	CC(C)Oc1ccc(-c2nc3c(C#N)c[nH]n3c2NC2CCCCC2)cc1	-1	13	2%	-1	1%	1%	-1	-1.9%	1
23	N#C/C(=C/c1cn[nH]c1-c1cccc(Br)c1)C(=O)O	-2	2	7%	-7	4%	-2%	6	-1.3%	6
24	Cc1ccc(OCC(=O)OCC(=O)c2ccccc2)cc1C	-1	-12	1%	9	1%	-2%	2	4.7%	7
25	CN(C)S(=O)(=O)c1cccc(C(=O)Nc2cccnc2)c1	-7	-10	0%	-5	-1%	-5%	4	-1.4%	/

Next section.
entry	Compound	LDHA inh	D1 antagonist	Vif-A3F inh	D1 potentiator	Vif-APOBEC3G blk	Glioma ERSR ind	D1 ag	RXFP1 agonist	D2 potentiator
26	CCOC(=O)c1ccc2nc(C(F)(F)F)[nH]c(=O)c2c1	-11	12	1%	-4	-3%	-7%	3	2.7%	-4
27	Cc1cc(-c2cccc(Br)c2)c(C#N)c(N)n1	-4	6	10%	-8	-3%	2%	2	?	11
28	CCC(=O)Nc1ccc(C(=O)NNC(=O)C(c2ccccc2)c2ccccc2)cc1	-8	-8	-2%	-3	-1%	2%	4	-0.2%	-8
29	CC1=CC[C@@]23CCCN2C(=O)CCC[C@H]3C1	-2	/	9%	/	1%	0%&-1%	/	/	/
30	CCCCc1ccc(NC(=O)CSc2nc3ncccc3[nH]2)cc1	-2&-9	-7	-5%	-1	-1%	2%	2	-4.9%	-7
31	Cc1cc(OC(=O)c2cccc(C(F)(F)F)c2)c([N+](=O)[O-])c(=O)[nH]1	-1	-28	6%	-6	3%	-4%	0	10%	2
32	Cc1cc(C2C(=O)c3ccccc3C2=O)c(C)c(C)c1C	-3	5	3%	0	2%	0%	0	-1.2%	11
33	CNc1ncc(-c2nnnn2-c2ccccc2)c(-c2ccccc2)n1	-8	1	-3%	3	?	-1%	6	-3.3%	-9
34	CCOC(=O)c1cnn(-c2sc(C(=O)OCC)c(C)c2C(=O)OCC)c1N	-2	/	-12%	/	2%	-2%	/	/	/
35	CCOC(=O)CSc1nnc(-c2ccccc2)o1	-2	-4	-9%	2	-6%	-9%	-1	-2.0%	3
36	Cc1ccc(OC(=O)c2c(C)nn(-c3ccccc3)c2C)cc1	1	-11	-2%	-4	-3%	3%	7	0.1%	6
37	CC(C(=O)NC1(C#N)CCCCC1)N(C)CC(=O)Nc1ccc(Cl)c(Cl)c1 (stereo not drawn)	-3	-28	-9%	-6	-3%	-2%	17	-1.1%	/
38	Cn1cccc1/C=N/N1CCN(Cc2ccc(Cl)cc2)CC1	1	1	1%	0	2%	-2%	4	-2.2%	-26
39	Cc1[nH]c2ccc3ccccc3c2c(=O)c1C/C=C/Cl	-13	-24	0%	-6	0%	0%	2	0.8%	1
40	CCCCCCNc1ncnc2c1sc1nc(N3CCOCC3)c3c(c12)CCCC3	-2	-14	6%	-6	-2%	-3%	6	3.4%	-3
41	O=C(N/N=C/c1ccoc1)c1ccc(Cl)cc1	-1	-14	1%	-7	2%	1%	1	4.9%	12
42	COc1ccc(C(=O)C(OC(=O)c2ccccc2Cl)c2ccccc2)cc1 (stereo not drawn)	1	-33*	2%	-8	-1%	5%	11	-0.7%	-5
43	CCOc1ccccc1C(=O)N1CCOCC1	-12	-20	-3%	-3	0%	-6%	1	1.8%	-5
44	CCCCn1nc(C(=O)Nc2ccc3c(c2)OCO3)c2ccccc2c1=O	-1	/	0%	/	-3%	1%	/	/	/
45	COCCCN(Cc1cc(OC)c(OC)c(OC)c1)C(=S)Nc1cccc(SC)c1	0	/	-6%	/	0%	-7%	/	/	/
46	Cc1ccc(-n2nnnc2CNC(=O)c2ccccc2C)cc1C	-4	-3	-1%	-5	-5%	-1%	1	-0.6%	-8
47	COC(=O)C(C)Oc1ccc(=O)[nH]n1 (stereo not drawn)	-3	-4	3%	-4	0%	1%	5	0.7%	1
48	O=C1/C(=C\c2ccco2)SC(=S)N1C1CCCCC1	/	23	/	34*	/	/	2	1.0%	9
49	CC(/C=C1\SC(=S)N(NC(=O)c2ccc(O)cc2)C1=O)=C\c1ccccc1	-7	-2	-1%	0	-1%	-3%	7	-1.5%	8
50	CCCCNC(=O)c1onc(CSc2cc(C)ccc2C)c1C(=O)O	0	-3	4%	-2	-13%	-4%	0	-2.0%	-4

(more compounds)
entry	Compound	LDHA inh	D1 antagonist	Vif-A3F inh	D1 potentiator	Vif-APOBEC3G blk	Glioma ERSR ind	D1 ag	RXFP1 agonist	D2 potentiator
51	Cc1cc(C)cc(NC(=O)CC2NCCNC2=O)c1 (stereo not drawn)	-7	1	-3%	4	0%	-4%	4	1.3%	-1
52	COc1ccc(CCNC(=O)[C@H](C)NC(=O)[C@@H]2CSC3c4ccccc4C(=O)N32)cc1 (stereo partly drawn)	-3	0	1%	4	0%	-1%	0	0.9%	5
53	Cc1nnc(NC(=O)CCn2c(=O)oc3ccccc32)s1	-3	2	-11%	-6	-4%	1%	0	3.6%	-23
54	O=C(O)c1cccc(Nc2nc(-c3cccnc3)nc3ccccc23)c1	-13	4	5%	-3	-3%	-1%	-1	6.1%	-1
55	CCN(CC)C(=O)Cn1cc(C(=O)C(=O)NCCCN2CCCCC2)c2ccccc21	-7	3	3%	-14	3%	-4%	1	3.3%	1
56	CC(C)CCN1C(=O)c2ccc(C(=O)Nc3c[nH]c(=O)[nH]c3=O)cc2C1=O	-9	10	0%	0	3%	-4%	1	3.2%	-7
57	CCc1ccc(NCc2cc3cc4c(cc3n(CC(=O)Nc3cccc(OC)c3)c2=O)OCO4)cc1	5	3	-1%	-2	-3%	-2%	56*	4.2%	-5
58	COc1ccc(OC)c(-c2nnc(SCC(=O)N3CCOCC3)o2)c1	-1	-9	-6%	-4	-1%	-1%	1	0.0%	-1
59	OCCOCCOc1ccccc1OCCOCCO	-6	-86*	6%	-19	-2%	-7%	2	1.7%	-4
60	CN(C)CCNC(=O)Cc1ccc(NC(=O)N2CCCCc3ccccc32)cc1	-4	-8	-1%	0	-1%	0%	3	1.4%	8
61	O=C(Cc1cccs1)NNC(=O)c1ccccc1Cl	-7	0	-8%	5	2%	-3%	1	-2.9%	5
62	Clc1cccc(Cl)c1CSc1nnc(/C=C/c2ccccc2)o1	-6	-13	0%	-3	-9%	-1%	9	1.9%	-2
